Assay outcomes: PubChem, several laboratories
K1F lysis inhibition: protection from phage-mediated lysis, alamar blue read-out – E. coli UTI89, K1F phage, bacterial capsule biogenesis inhibitors (AID 488966). E. coli UTI89 K1F phage lysis, alamar blue, 2 h; higher % means a stronger effect. one-dose inhibition, % at 100 µM; IC50 in µM for titrated hits. 0.02% of 340,000 active;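 active means phage lysis inhibition, versus mean bacterial control, above a set limit; inconclusive means no clear call, values can overlap the other calls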;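 further: capsule biogenesis inhibitors block K1F phage lysis so surviving cells raise fluorescence; higher fluorescence means more inhibition of phage lysis; actives were called in the ten point dose series up to 300 µM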
RSV CPE inhibition: RSV antiviral activity via CPE protection, HEp-2 cells, primary 10 µM value included (AID 2391). HEp-2 cells, RSV-induced CPE inhibition; higher % means a stronger effect. one-dose CPE inhibition, % at 10 µM; IC50 in µM for titrated hits. 0.13% of 310,000 active; in the data active means a potency from the dose series; inconclusive means CPE inhibition mostly from about 23% at the one dose, without a potency; inactive means the rest, 99 in 100 with CPE inhibition below about 21%; further: strong numbers were not always called active
T cell modulator: T cell immune modulation candidate | 2C CD8+ T cell-vesicle binding, flow cytometry; active compounds read low | calls only at 7 µM | 0.068% of 330,000 active | AID 2052;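 active means response, share of CD8 T cells binding vesicles, and their 90th percentile fluorescence all below set limits, cut at about 80% in these data, passing the limit was not always enough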
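Material: 2C TCR transgenic mouse naive CD8+ T cells, MACS-purified. Also added: QL9-charged Drosophila Ld/ICAM-1/B7-1 vesicles. Timing: binding 1.5 h at 37 °C. Measured by: high-throughput flow cytometry with anti-B7-1 and anti-CD8 staining. Read-out: percent CD8+ FL2 mean versus row control. Controls: Unloaded micro-vesicles (low), QL9 vesicles with 0.7% DMSO (high).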
T cell modulator vesicle-bound %: recorded beside T cell modulator, whose call it bears; double positive events, %; measured here: CD8+ vesicle-bound cell fraction;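 binding gate set so that unloaded-vesicle control wells show 10% double positive cells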
* = called active by the depositor; i = inactive; ? = inconclusive; [ ] = remark or other dose. Some of the compounds tested; the hit share may differ from the screen's.

SMILES | K1F lysis inhibition | RSV CPE inhibition | T cell modulator | T cell modulator vesicle-bound %
O=C(c1ccc(-n2cncn2)c([N+](=O)[O-])c1)N1CCN(S(=O)(=O)c2cccc(F)c2)CC1 | -1.3% | 0.6% | i | 54
COc1ccc(-c2oc(=O)c3cc(OC)c(OC)cc3c2-c2cc(F)cc(OC)c2)cc1 | 0.1% | 4.5% | i | 32
Cc1cccc(C(=O)O)c1[N+](=O)[O-] | 4.4% | 0.3% | i | 18
COc1cc2cc(CCOC(=O)c3ccc(F)cc3)oc(=O)c2cc1OC | 3.7% | 1.4% | i | 44
CC(C)Nc1ccccc1 | -0.7% | 3.3% | i | 34
Cc1ccc(OCCNC(=O)CCNS(=O)(=O)c2ccc(Br)cc2)cc1 | 0.9%[50 µM] | 1.5% | i | 16
CC(=O)Nc1ccc(S(=O)(=O)N[C@@H](C)C(=O)N2CCN(c3ccccn3)CC2)cc1 | -0.5%[50 µM] | 1.5% | i | 28
O=C(Nc1ccc(Cl)c(S(=O)(=O)N2CCCCC2)c1)c1cccnc1 | 0.2%[50 µM] | 1.1% | i | 40
Cc1c(C(=O)N2CCN(C(=O)c3ccccc3)CC2)oc2ccc(F)cc12 | 0.7%[50 µM] | 3.8% | i | 41
CCOc1ccc(NC(=S)NC(=O)c2cncc(Br)c2)cc1 | -1.8% | 0.4% | i | 36
O=C(c1cccc(S(=O)(=O)NCc2ccccc2)c1)N1CCCCC1 | 1.1%[50 µM] | -0.2% | i | 24
CCc1ccc(N2CC(C(=O)OCC(=O)Nc3ccc(C#N)cc3)CC2=O)cc1 (stereo not given) | 0.5%[50 µM] | -0.1% | i | 40
CCCCN(C(=O)c1ccc(C)o1)c1c(N)n(CCCC)c(=O)[nH]c1=O | 0.3%[50 µM] | -1.6% | i | 27
O=[N+]([O-])c1ccccc1S(=O)(=O)Nc1cccc(-c2ccc(N3CCOCC3)nn2)c1 | 0.8%[50 µM] | 17µM* | i | 13
CC(=O)c1ccc(S(=O)(=O)N2CCN(C(=O)c3ccc(-n4cncn4)c([N+](=O)[O-])c3)CC2)cc1 | 0.6%[50 µM] | 1.4% | i | 30

Quoted at random: 3 entries already listed
SMILES | K1F lysis inhibition | RSV CPE inhibition | T cell modulator | T cell modulator vesicle-bound %
CC(=O)Nc1ccc(S(=O)(=O)N[C@@H](C)C(=O)N2CCN(c3ccccn3)CC2)cc1 | -0.5%[50 µM] | 1.5% | i | 28
CCc1ccc(N2CC(C(=O)OCC(=O)Nc3ccc(C#N)cc3)CC2=O)cc1 (stereo not given) | 0.5%[50 µM] | -0.1% | i | 40
Cc1c(C(=O)N2CCN(C(=O)c3ccccc3)CC2)oc2ccc(F)cc12 | 0.7%[50 µM] | 3.8% | i | 41

Remaining list, next part:
SMILES | K1F lysis inhibition | RSV CPE inhibition | T cell modulator | T cell modulator vesicle-bound %
Cn1c(CCC(=O)Nc2cc(S(C)(=O)=O)ccc2Cl)nc2cc(S(=O)(=O)N3CCOCC3)ccc21 | 1.3%[50 µM] | -0.5% | i | 41
O=C(NCC1CCCN1S(=O)(=O)c1cccs1)c1ccc(Cl)cc1 (stereo not given) | 0.5%[50 µM] | 8.4% | i | 18
CCOC(=O)C1=C(COC(=O)CCC(=O)c2ccc(C)cc2)NC(=O)NC1C (stereo not given) | 0.6%[50 µM] | 0.5% | i | 35
O=C1CC2(CCN(C(=O)c3ccccc3Br)CC2)Oc2ccccc21 | 0.9%[50 µM] | 6.9% | i | 60
COc1ccc(Cl)cc1NC(=O)COc1ccc2c(c1)OCO2 | 0.9%[50 µM] | 1.5% | i | 55
Cc1cccc(NC(=O)[C@@H]2CCCN2C2=NS(=O)(=O)c3ccccc32)c1C | 0.6%[50 µM] | 1.0% | i | 42
CN(CC(=O)Nc1cccc(F)c1)C(=O)Cn1c(=O)cnc2ccccc21 | 1.1%[50 µM] | -1.4% | i | 54
O=C(NCCCN1CCOCC1)c1nn(-c2ccccc2)c(=O)c2ccccc12 | 1.1%[50 µM] | -2.4% | i | 56
CCCCN(C(=O)C1CC(=O)N(Cc2ccc(C)cc2)C1)c1c(N)n(CCCC)c(=O)[nH]c1=O (stereo not given) | 1.0%[50 µM] | -1.6% | i | 26
O=C(NNC(=O)c1ccc(Br)o1)c1csc(N2CCOCC2)n1 | -0.3% | 1.6% | i | 47
Nc1nccnc1C(=O)OCc1nc2sc3c(c2c(=O)[nH]1)CCCC3 | 2.7%[50 µM] | 7.8% | i | 30
NS(=O)(=O)c1ccc(CCNC(=O)CN2C(=O)c3ccccc3S2(=O)=O)cc1 | 0.3%[50 µM] | 1.6% | i | 60
Cc1ccc(C)c(NC(=O)CN(C)C(=O)Cn2c(=O)oc3ccccc32)c1 | 1.5%[50 µM] | 1.5% | i | 23
Cc1cc(C(=O)NNC(=O)CN2C(=O)NC(C)(c3ccccc3)C2=O)c(C)o1 (stereo not given) | 0.8%[50 µM] | -0.9% | i | 44
O=C1C=C(c2ccc3cc[nH]c3c2)C[C@@H](c2ccc3c(c2)OCO3)C1 | -0.1% | 8.1% | i | 50

Only T cell modulator vesicle-bound % (6 entries from above):
structure | T cell modulator vesicle-bound %
CCOC(=O)C1=C(COC(=O)CCC(=O)c2ccc(C)cc2)NC(=O)NC1C (stereo not given) | 35
O=C1CC2(CCN(C(=O)c3ccccc3Br)CC2)Oc2ccccc21 | 60
COc1ccc(Cl)cc1NC(=O)COc1ccc2c(c1)OCO2 | 55
Cc1cccc(NC(=O)[C@@H]2CCCN2C2=NS(=O)(=O)c3ccccc32)c1C | 42
CN(CC(=O)Nc1cccc(F)c1)C(=O)Cn1c(=O)cnc2ccccc21 | 54
O=C(NCCCN1CCOCC1)c1nn(-c2ccccc2)c(=O)c2ccccc12 | 56

The listing continues:
SMILES | K1F lysis inhibition | RSV CPE inhibition | T cell modulator | T cell modulator vesicle-bound %
CC(C)=CC1C(C(=O)NCCc2ccccc2)C1(C)C (stereo not given) | 1.8% | 0.7% | i | 27
COc1ccc(-c2c(C(=O)O)c(-c3ccccc3)cn2C)cc1 | 2.8% | -0.3% | i | 10
CSc1ccc(S(=O)(=O)NCC(=O)OCC(=O)N(C)Cc2ccccc2)cc1[N+](=O)[O-] | 0.4%[50 µM] | -1.4% | i | 54
COCCCN(C(=O)C(C)Oc1ccc(Br)cc1)c1c(N)n(Cc2ccccc2)c(=O)[nH]c1=O (stereo not given) | -1.6% | -0.9% | i | 25
Cc1cnc(C(=O)OC(C)C(=O)c2c(C)[nH]c3ccccc23)cn1 (stereo not given) | 1.4%[50 µM] | -1.6% | i | 22
CCOC(=O)c1c(NC(=O)COC(=O)c2nccnc2N)sc(C(=O)N(C)C)c1C | 0.9%[50 µM] | -1.7% | i | 44
Cc1cc(C(=O)OCC(=O)Nc2ccccc2Cl)c(C)o1 | 0.3%[50 µM] | 1.1% | i | 46
Cc1ccc(NC(=O)CNC(=O)c2ccc(C)s2)nc1 | 1.4%[50 µM] | 0.2% | i | 58
O=C(c1ccccc1)C(c1ccccc1)c1ccccc1 | 1.3% | -1.4% | i | 37
CCCCn1c(N)c(N(CC)C(=O)CSc2nnc(-c3ccco3)n2CC)c(=O)[nH]c1=O | -0.3%[50 µM] | 0.0% | i | 28
Cc1ccc(NC(=O)C(C)OC(=O)CCC2CCCCC2)cc1 (stereo not given) | 0.3%[50 µM] | -0.9% | i | 58
FC(F)(F)c1cc(CO[C@@H]2CCCN[C@@H]2c2ccccc2)cc(C(F)(F)F)c1 | 12% | 0.3% | i | 51
Cc1ccc2nc(NC(=O)CN3C(=O)NC4(CCCCC4)C3=O)sc2c1 | 0.9%[50 µM] | -0.8% | i | 51
CCOc1ccc(C(=O)NCC(=O)OCCCC(=O)c2ccc(F)cc2)cc1OCC | 0.4%[50 µM] | 0.7% | i | 19
O=C(COc1ncnc2sccc12)Nc1cccc(S(=O)(=O)N2CCOCC2)c1 | 1.4%[50 µM] | 0.7% | i | 52
CC(C)(Oc1ccc(Cl)cc1)C(=O)NC1CC1 | 0.6%[50 µM] | 0.6% | i | 17
O=C(NCc1ccccc1CN1CCCC1)c1ccc(Cl)c(N2CCCC2=O)c1 | 0.6%[50 µM] | -0.4% | i | 51
O=C(NCCS(=O)(=O)NCc1ccccc1)c1ccc2c(c1)OCO2 | 0.8%[50 µM] | -1.0% | i | 36
COc1cccc(NC(=O)C2CC2)c1 | 0.1% | 2.0% | i | 27
CN(Cc1ccc(Cl)cc1Cl)C(=O)c1cccc(S(=O)(=O)N2CCN(c3ccccc3)CC2)c1 | 0.3%[50 µM] | ? | i | 56
Cc1ccc(C(=O)OCC(=O)N2C(C)CCCC2C)cc1S(=O)(=O)N1CCOCC1 (stereo not given) | 0.7%[50 µM] | 0.4% | i | 39
Cc1nc2ccccc2c(=O)n1-c1ccc(NS(=O)(=O)c2ccccc2)cc1 | 0.8%[50 µM] | -0.7% | i | 34
COc1cc(OC)cc(-c2c(C#Cc3ccsc3)c3cc(-c4ccc(C(N)=O)cc4)ccc3n2C)c1 | 0.7% | 3.9% | i | 24
CCC(C)N(C(=O)COC(=O)CN=C1NS(=O)(=O)c2ccccc21)C1CCS(=O)(=O)C1 (stereo not given) | 0.3%[50 µM] | 1.0% | i | 33
O=C(OCC(=O)c1ccc[nH]1)c1ccc([N+](=O)[O-])cc1 | -0.5%[50 µM] | -0.1% | i | 49
CC(=O)c1ccc(S(=O)(=O)NC2CC(=O)N(c3cccc(F)c3)C2)cc1 (stereo not given) | 0.9%[50 µM] | 0.3% | i | 42
COc1ccc(CCC(=O)Nc2ccc(OC)c(S(=O)(=O)N3CCCCC3)c2)cc1OC | 0.9%[50 µM] | 0.1% | i | 38
CCCCNc1c(-c2cccc(-c3cc(C(C)=O)cs3)c2)nc2ccc(C)cn12 | 1.6% | 5.5% | i | 6
COc1ccc(S(=O)(=O)NCCC(=O)N2CCCN(C)CC2)cc1 | 1.0%[50 µM] | 0.3% | i | 13
O=C1CCc2cc(S(=O)(=O)NCc3ccc(Cl)cc3)cc3c2N1CC3 | 1.5%[50 µM] | -1.4% | i | 30
N#Cc1ccccc1 | -1.2% | 0.9% | i | 32
Cc1ccc(S(=O)(=O)n2cccc2CO)cc1 | -0.1% | 0.9% | i | 41
CCc1noc(C)c1C(=O)Nc1ccc(C#N)cc1 | 0.7%[50 µM] | 3.2% | i | 59
COC(=O)c1c(NC(=O)CN2C(=O)NC3(CCC(C)CC3)C2=O)sc2c1CCC2 (stereo not given) | 0.5%[50 µM] | 0.6% | i | 8
Cc1ccc(NC(=O)COC(=O)C2COc3ccccc3O2)cc1 (stereo not given) | 1.0%[50 µM] | 0.6% | i | 47
COc1cccc(Nc2ccc(N3CCCCC3)cc2)c1OC | 0.6% | 5.4% | i | 16
Cc1cccc(C)c1NC(=O)CNC(=O)CCNC(=O)c1ccco1 | 0.4%[50 µM] | -0.2% | i | 33
CC(=O)c1ccc(NC(=O)CN2CCN(S(=O)(=O)c3ccc4ccccc4c3)CC2)cc1 | 0.0%[50 µM] | 10% | i | 44
COc1ccccc1N1CCN(C(=O)C2CCN(S(=O)(=O)c3ccccc3F)CC2)CC1 | 0.3%[50 µM] | 1.3% | i | 34
CSCCC(NC(=O)c1ccccc1Cl)C(=O)NNC(=O)c1ccncc1 (stereo not given) | 1.2%[50 µM] | 0.5% | i | 38
CCN(C(=O)COC(=O)Cc1cccc2ccccc12)C1CCS(=O)(=O)C1 (stereo not given) | 0.4%[50 µM] | 0.4% | i | 2
CC(OC(=O)c1cccc(-n2cnnn2)c1)C(=O)Nc1cccc(Cl)c1 (stereo not given) | 0.7%[50 µM] | 8.9% | i | 32
COCc1c(C(=O)OCC(=O)Nc2ccc(OC(F)F)cc2)oc2ccccc12 | 0.5%[50 µM] | -0.3% | i | 50
CN(C(=O)CN(CCO)CC(=O)N(C)C(C)(C)Cc1ccccc1)C(C)(C)Cc1ccccc1 | -4.5% | 12% | i | 19
COc1ccc(-c2cccc(NS(=O)(=O)c3ccc([N+](=O)[O-])cc3)c2)nn1 | -1.1% | 7.4% | i | 19
CCOc1ccc(S(=O)(=O)N2CCC(C(=O)OCc3cccc(OC)c3OC)CC2)cc1 | 0.3%[50 µM] | 1.5% | i | 34
COc1ccccc1C(=O)NC(=O)COC(=O)c1cccc(OC(F)F)c1 | 1.2%[50 µM] | -1.6% | i | 20
COc1ccc(C)cc1S(=O)(=O)Nc1cc2c3c(c1)CCC(=O)N3CCC2 | -0.3%[50 µM] | 1.5% | i | 37
O=C(CN1C(=O)C2CC=CCC2C1=O)NCC(=O)Nc1ccc(F)c(F)c1 (stereo not given) | -0.8% | -0.2% | i | 53
CCc1noc(C)c1C(=O)Nc1nc(-c2ccccc2)c(C(C)=O)s1 | 1.6%[50 µM] | 1.8% | i | 33
